PLK1 PBD inh – inhibitors of human PLK1 polo-box domain binding; P53350; Plk1 PBD binding of FITC phosphopeptide, fluorescence polarization; Potency, µM, inactives show max response, negative = inhibition, usual class: inhibitors; 2.8% of 360,000 active; AID 720504; note: potency is the fitted concentration of half-maximal effect; series mostly up to about 57 µM; % is set by controls: 0 for no effect and ±100 for the full control effect; nearly all actives have a fitted effect of over 65% in size
PI5P4K alpha inh – PI5P4K alpha (human) kinase inhibition; P48426; PI5P4Kalpha enzyme, ADP-Glo luminescence, 60 min; active compounds read low; max response, %; 1.2% of 330,000 active; active = max response of -50% or lower; inconclusive = between -30% and -50%; inactive = -30% or higher; note: value at the top dose of about 77 µM; % is set by controls: 0 for no effect and ±100 for the full control effect
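Human PI5P4Kalpha with substrate in 0.038 M HEPES pH 7.4, 0.28 mM EGTA, 0.1% CHAPS, 5% DMSO; reaction started with 5 microM ATP (final), 60 min at room temperature. ADP formed read by ADP-Glo luminescence.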
FUS yeast rescue – FUS proteinopathy suppression in yeast; S. cerevisiae FUS-expressing, growth rescue, OD600, 24 h; Potency, µM (doses to about 76.6 µM), for inactives: top-dose growth rescue (activation), hits mostly activators; 0.24% of 390,000 active;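 note: potency is the fitted concentration of half-maximal effect; plate controls were DMSO vehicle for no effect and reference control for full effect; nearly all actives have a fitted effect of over 55% in size; some results filed as inactive show a strong effect at the top dose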
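Absorbance at 600 nm, taken 24hr after compound addition, measured rescue of FUS-yeast growth at 30C. Induction used 2% galactose with seeding at OD 0.005. Controls: CP55940 from 92uM final, DMSO only.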
EPAC1 antagonist – EPAC1 (human) antagonism. O95398. EPAC1 GEF assay, Rap1b-BODIPY-GDP exchange fluorescence. Potency, µM (doses to about 115 µM), inactives show at the highest dose activity change, negative = inhibition, most hits filed as inhibitors. 0.14% of 360,000 active. AID 720709;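 note: potency is the fitted concentration of half-maximal effect; plate controls were vehicle for no effect and positive control for full effect; nearly all actives have a fitted effect of over 50% in size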
EPAC1 agonist – activates human EPAC1 exchange factor; O95398; EPAC1 agonist qHTS, biochemical assay; response scale: 100% = response to 6.5 mM cAMP; Potency, µM (series often up to 154 µM), for the others: top-dose activation, usual class: activators; 0.073% of 360,000 active; AID 720707; note: potency is the fitted concentration of half-maximal effect; nearly all actives have a fitted effect of over 60% in size
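Nucleotide exchange assay: 100 nM EPAC1 with 250 nM Rap1B loaded with BODIPY-GDP and 50 uM GDP, room temperature. Fluorescence (480/540 nm) read every 5 min for 30 min; signal change normalized to 6.5 mM cAMP as full agonist.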
IL2 activator – activates IL-2 in a cell-based reporter assay. IL-2 activation reporter assay, cell-based qHTS; stimulated with anti-CD3/CD4/CD28 beads; in transgenic mouse T cells. activation, % (series mostly up to about 46 µM). 0.065% of 360,000 active. AID 652025; in the data active = activation above about 50%; inconclusive = mostly about 30% to 49%; note: 0% is about no effect
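Readout is EGFP and DsRed signal by fluorescent plate cytometry after 18 h at 37 degrees C. Transgenic mouse T cells (750/well) received compound for 60 min before bead stimulation (anti-CD3, anti-CD4, anti-CD28); memory T cells served as non-tolerant control.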
WRN inhibitor – blocks human WRN helicase. Q14191. WRN helicase unwinding, fluorescent forked duplex, kinetic. Potency, µM (doses to about 114 µM), without a hit: at the top dose activity change, negative = inhibition, most hits filed as inhibitors. 0.46% of 360,000 active; note: potency is the fitted concentration of half-maximal effect; % is set by controls: 0 for no effect and ±100 for the full control effect; nearly all actives have a fitted effect of over 55% in size
Target sequence (Q14191 whole entry, looked up): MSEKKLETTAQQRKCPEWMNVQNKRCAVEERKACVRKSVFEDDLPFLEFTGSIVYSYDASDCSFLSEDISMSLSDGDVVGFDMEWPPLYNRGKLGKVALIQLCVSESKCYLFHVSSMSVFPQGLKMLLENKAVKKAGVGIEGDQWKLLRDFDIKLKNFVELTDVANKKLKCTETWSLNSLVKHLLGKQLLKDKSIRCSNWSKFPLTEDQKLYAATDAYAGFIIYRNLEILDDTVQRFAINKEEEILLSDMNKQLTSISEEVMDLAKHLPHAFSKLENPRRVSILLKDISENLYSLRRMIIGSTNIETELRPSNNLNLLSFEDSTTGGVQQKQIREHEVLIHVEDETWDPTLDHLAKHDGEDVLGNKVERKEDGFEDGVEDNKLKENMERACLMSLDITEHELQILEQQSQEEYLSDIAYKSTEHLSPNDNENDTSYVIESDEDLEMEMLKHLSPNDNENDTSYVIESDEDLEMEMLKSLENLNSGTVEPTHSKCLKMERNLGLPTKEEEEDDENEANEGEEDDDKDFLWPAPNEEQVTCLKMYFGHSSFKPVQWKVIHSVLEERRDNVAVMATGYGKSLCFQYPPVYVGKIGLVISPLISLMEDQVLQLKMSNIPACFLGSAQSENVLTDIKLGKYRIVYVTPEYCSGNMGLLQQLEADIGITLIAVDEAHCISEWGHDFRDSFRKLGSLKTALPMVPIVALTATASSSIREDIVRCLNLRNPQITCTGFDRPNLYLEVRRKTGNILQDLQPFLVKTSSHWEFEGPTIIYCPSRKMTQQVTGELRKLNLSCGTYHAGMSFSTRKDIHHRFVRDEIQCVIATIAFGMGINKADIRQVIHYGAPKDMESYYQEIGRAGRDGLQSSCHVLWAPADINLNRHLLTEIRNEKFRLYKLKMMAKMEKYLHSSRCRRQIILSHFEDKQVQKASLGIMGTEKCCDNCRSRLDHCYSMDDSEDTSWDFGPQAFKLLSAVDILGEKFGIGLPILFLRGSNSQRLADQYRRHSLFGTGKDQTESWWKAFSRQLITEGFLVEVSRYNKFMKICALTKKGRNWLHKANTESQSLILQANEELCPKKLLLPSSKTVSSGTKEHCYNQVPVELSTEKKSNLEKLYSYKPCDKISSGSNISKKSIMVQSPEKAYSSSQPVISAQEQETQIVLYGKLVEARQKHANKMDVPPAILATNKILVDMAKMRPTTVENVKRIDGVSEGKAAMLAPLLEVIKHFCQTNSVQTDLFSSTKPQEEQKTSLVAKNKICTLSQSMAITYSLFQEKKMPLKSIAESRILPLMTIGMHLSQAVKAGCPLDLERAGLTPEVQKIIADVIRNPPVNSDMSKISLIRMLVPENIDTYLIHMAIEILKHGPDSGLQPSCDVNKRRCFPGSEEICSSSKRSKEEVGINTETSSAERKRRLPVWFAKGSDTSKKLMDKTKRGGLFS
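Enzyme (20 nM final) and test compound sit together 15 min at room temperature before substrate addition. Substrate is a single-forked duplex oligonucleotide (100 nM) labelled with fluorophore and quencher, with 2 mM ATP; helicase unwinding raises red fluorescence, read kinetically.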
Abeta yeast res – compounds reversing amyloid beta toxicity in yeast; yeast expressing A-beta42, growth rescue, OD600, 48 h; response scale: 0% DMSO, 100% iron-clioquinol control; Potency, µM (titrated, usually from 46.1 µM), inactives show at the highest dose growth rescue, actives largely listed as activators; 0.063% of 410,000 active; note: potency is the fitted concentration of half-maximal effect; nearly all actives have a fitted effect of over 55% in size
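Yeast A-beta toxicity model in growth medium with pinned compounds, 48 h at 30 C; growth read as absorbance at 600 nm. Normalized to FeCl3/clioquinol equimolar mix (positive) and DMSO (negative).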
Active calls of the source: *; ? = inconclusive; / = not tested or not shown; & = joins results of further samples; [ ] = dose if it differs, or a comment. Unless noted, calls come from the whole dose curve; as a rule, active = well fitted curve in the direction sought with a large enough effect; inconclusive = small, poorly fitted or top-dose-only effect, or another doubt; inactive = no such curve, though single readings can be large; an effect the other way counts as inactive or inconclusive.

A first look, 4 compounds:
1. CCOCCCNC(=O)/C(C#N)=C/c1ccc(-c2ccc(S(=O)(=O)N3CCOCC3)cc2)o1
2. CCN1C(=O)/C(=C/c2nc3ccccc3c(=O)[nH]2)c2ccccc21
3. CCCC1(c2ccccc2)NC(=O)N(CCN2C(=O)c3ccccc3C2=O)C1=O (stereo not drawn)
4. CCCNC(=O)c1cc(C2CCCN(C(=O)c3ccc(NC(C)=O)cc3)C2)on1 (stereo not drawn)
assay / entry,1,2,3,4
EPAC1 agonist,8%,-10%,23%,-6%
EPAC1 antagonist,1%,-10%,-1%,13%
IL2 activator,11,-0.7,-0.4,0.5
Abeta yeast res,-8%,2%,14%,-9%
FUS yeast rescue,/,-13%,5%,3%
WRN inhibitor,-13%,-7%[57.1 µM],-2%,-1%
PLK1 PBD inh,-7%,-2%,-9%,8%
PI5P4K alpha inh,-4,-9,4,-5

The listing, from the start:
1. CCOCCCNC(=O)/C(C#N)=C/c1ccc(-c2ccc(S(=O)(=O)N3CCOCC3)cc2)o1
2. CCN1C(=O)/C(=C/c2nc3ccccc3c(=O)[nH]2)c2ccccc21
3. CCCC1(c2ccccc2)NC(=O)N(CCN2C(=O)c3ccccc3C2=O)C1=O (stereo not drawn)
4. CCCNC(=O)c1cc(C2CCCN(C(=O)c3ccc(NC(C)=O)cc3)C2)on1 (stereo not drawn)
5. COC(=O)c1ccc(OCC(O)CN2CCN(C(=O)c3ccco3)CC2)c(OC)c1 (stereo not drawn)
6. Oc1[nH]c2ccccc2c1N=Nc1ccccc1
7. COc1cccc(N2CCN(C(=O)Nc3ccccc3Cl)CC2)c1
8. Cc1cc2nc(CS(=O)(=O)c3ccccc3)cc(=O)n2[nH]1
assay / entry,1,2,3,4,5,6,7,8
EPAC1 agonist,8%,-10%,23%,-6%,6%,-136%[inhibitor],-2%,10%
EPAC1 antagonist,1%,-10%,-1%,13%,12%,6%,9%,-9%
IL2 activator,11,-0.7,-0.4,0.5,-1.3,-3.5,-4.3,-0.9
Abeta yeast res,-8%,2%,14%,-9%,-14%,-11%,-7%,-7%
FUS yeast rescue,/,-13%,5%,3%,5%,19%,9%,-18%
WRN inhibitor,-13%,-7%[57.1 µM],-2%,-1%,6%,-3%,-14%,1%[57.1 µM]
PLK1 PBD inh,-7%,-2%,-9%,8%,-18%,?,-14%,-20%
PI5P4K alpha inh,-4,-9,4,-5,-9,25,5,5

9. Cc1ccc(S(=O)(=O)NC2(C(F)(F)F)NC(=O)N(CCc3ccccc3)C2=O)cc1 (stereo not drawn)
10. COC(=O)c1sccc1NC(=O)CSc1nnnn1-c1ccccc1F
11. Cc1ccc(NC(=O)CCN2CCc3ccccc3C2)cc1
12. CCN(CC)CCOC(=O)c1ccc(N/C=C(/C#N)c2nc(-c3ccc(OC)c(OC)c3)cs2)cc1
13. O=C(NC1CCCCCCC1)C1c2ccccc2C(=O)N1Cc1ccco1 (stereo not drawn)
14. COc1cc(OC)c(-c2nn3c(C4CCCCC4)nnc3s2)cc1OC
15. O=C(NCC(=O)N1CCN(c2ccccc2)CC1)c1ccc(Br)o1
16. CCc1ccc(-c2cc(C(=O)NCc3ccco3)c3ccccc3n2)s1
assay / entry,9,10,11,12,13,14,15,16
EPAC1 agonist,8%,8%,-2%,-2%,-3%,-2%,-5%,24%
EPAC1 antagonist,14%,-13%,0%,-8%,8%,2%,-2%,4%
IL2 activator,2.1,0.0,-0.5,1.3,1.8,-2.8,-1.9,-2.1
Abeta yeast res,1%&-1%,-5%,-24%,-46%,1%,-16%,5%,-4%
FUS yeast rescue,20%&22%,10%,33%,20%,28%,44%,/,28%
WRN inhibitor,-27%,2%,2%,0%,3%,-8%,-14%,-23%
PLK1 PBD inh,-20%,-10%,-4%,5%,-6%,?,2%,-17%
PI5P4K alpha inh,2,-10,/,-77*,/,/,-1,/

17. CC1(C(=O)O)COC(c2ccc([N+](=O)[O-])cc2)OC1 (stereo not drawn)
18. COc1ccc(CCNC(=O)c2ccc(CNc3c(N4CCOCC4)c(=O)c3=O)cc2)cc1OC
19. Cc1c(C(=O)N(C)Cc2ccc(OC(F)F)cc2)oc2ccccc12
20. Cc1ccc(S(=O)(=O)N(C)Cc2cc3ccccc3[nH]c2=O)cc1
21. Cc1cccc(NC(=S)N2CCCCCC2)c1C
22. CS(=O)(=O)N1CCC(C(=O)Nc2ccccc2F)CC1
23. CCCCCN(C(=O)COC(=O)c1ccc(C)cc1)c1c(N)n(CCCC)c(=O)[nH]c1=O
24. COc1ccccc1C(=O)O[C@H]1[C@H](Cc2ccccc2)NS(=O)(=O)[C@H]2C[C@@H]3C=C[C@]12O3
assay / entry,17,18,19,20,21,22,23,24
EPAC1 agonist,6%,9%,11%,-17%,-2%,-4%,-12%,-9%
EPAC1 antagonist,-7%,?,-4%,7%,10%,11%,12%,10%
IL2 activator,-1.4,-0.2,-1.0,-2.4,-0.8,-2.7,-0.3,-1.3
Abeta yeast res,8%,-1%[9.22 µM],6%,3%,?,8%,-1%,2%
FUS yeast rescue,15%,-26%,34%,2%,0%,7%,4%,?
WRN inhibitor,-5%,-25%,-11%,-6%,15%,5%,-4%,4%
PLK1 PBD inh,-5%,-4%,-1%,0%,-2%,-2%,1%,-6%
PI5P4K alpha inh,/,-6,18,/,-5,/,-2,-1

25. COc1ccc(CN(C)C(=O)c2ccc(NS(=O)(=O)c3ccc(C)c([N+](=O)[O-])c3)cc2)c(OC)c1OC
26. Nc1sccc1C(=O)c1ccc(Cl)cc1
27. CC(C)Oc1ccc(S(=O)(=O)N2CCOCC2)cc1NC(=O)C1=COCCO1
28. COc1ccc2nc3oc(C(=O)N4CCN(c5cccc(C(F)(F)F)c5)CC4)cc3cc2c1
29. CCOC(=O)C1CCN(CCC(=O)Nc2ccc(F)cc2)CC1
30. O=C(c1cccnc1)N1CCN(c2ccc([N+](=O)[O-])cc2Cl)CC1
31. COCCCNC(=O)c1c(N)n(/N=C/c2cccnc2)c2nc3ccccc3nc12
32. Cc1cccc(-n2c(SCC(=O)c3c(N)n(C4CC4)c(=O)[nH]c3=O)nnc2N2CCOCC2)c1
assay / entry,25,26,27,28,29,30,31,32
EPAC1 agonist,9%,6%,3%,4%,2%,8%,-13%,4%
EPAC1 antagonist,-2%,-17%,-6%,-11%,-2%,5%,-8%,-3%
IL2 activator,-4.7,0.8,-0.5,-1.6,-0.5,0.5,0.9,0.3
Abeta yeast res,-8%,-9%,5%,-4%,0%,-7%,-8%,-15%
FUS yeast rescue,44%,/,/,4%,3%,15%,3%,-10%
WRN inhibitor,17%,-2%,1%,-5%,4%,-3%,-16%,-1%
PLK1 PBD inh,-14%,-11%,-4%,-1%,-16%,-15%,3%,-5%
PI5P4K alpha inh,-5,-1,-3,-7,-5,1,8,4

33. O=C(COC(=O)c1ccc(O)cc1)NC1CCCCCCC1
34. O=C(CSc1nc2ccccc2c(=O)n1-c1ccccc1)c1cccc([N+](=O)[O-])c1
35. O=C(NNc1cccc(Cl)n1)Nc1cccc(Cl)c1
36. O=C(NCCc1ccc(F)cc1)c1cccc(NC(=O)c2ccccc2)c1
37. COc1ccc2c(c1[N+](=O)[O-])CCC/C2=N/OC(=O)c1cccc2ccccc12
38. OC(c1ccc(Cl)c(F)c1)c1ncc(-c2ccccc2C(F)(F)F)[nH]1 (stereo not drawn)
39. O=C(NCCc1c[nH]c2ccccc12)c1[nH]c(C(F)(F)F)nc1-c1ccccc1
40. Nc1nonc1C(=O)NC(c1ccccc1)c1ccccc1
assay / entry,33,34,35,36,37,38,39,40
EPAC1 agonist,-1%,11%,4%,16%,14%,-5%,-6%,5%
EPAC1 antagonist,21%,-12%,-2%,-12%,9%,-2%,?,5%
IL2 activator,-3.4,-0.8,-1.7,0.9,1.8,2.6,0.4,-2.7
Abeta yeast res,-11%,-10%,18%,31%,3%,18%,-5%,12%
FUS yeast rescue,-27%,-3%,22%,8%,-17%,-8%,16%,-9%
WRN inhibitor,6%,4%,11%,4%,-9%,5%,-26%,-4%
PLK1 PBD inh,-5%,-15%,-6%,-5%,-7%,0%,-4%,0%
PI5P4K alpha inh,-6,-2,1,-2,5,20,4,/

41. COc1ccccc1OCCn1cc(/C=C(\C#N)C(=O)NCc2cccs2)c2ccccc21
42. COc1ccc(N(CC(=O)N2CCN(C)CC2)S(=O)(=O)c2ccccc2)cc1
43. COc1ccc(Cl)cc1-c1nc(SCC(=O)NC(C)C)n[nH]1
44. O=C1CSC(=S)N1Cc1ccccc1
45. O=c1nccc(N/N=C/c2ccccc2)[nH]1
46. CN(CC(=O)Nc1ccccc1Cl)C(=O)c1ccc(Cl)c(S(=O)(=O)N2CCCCCC2)c1
47. CCn1cc(CN2CCC(n3nccc3NC(=O)CCOc3ccccc3)CC2)c(C)n1
48. CCOC(=O)c1c(C)n(O)c2ccc(Cl)cc2c1=O
assay / entry,41,42,43,44,45,46,47,48
EPAC1 agonist,10%,3%,-7%,-13%,7%,-2%,6%,10%
EPAC1 antagonist,-15%,-14%,0%,9%,11%,?,4%,-18%
IL2 activator,-0.1,0.8,-2.3,-3.1,2.2,0.0,-2.3,-1.8
Abeta yeast res,17%,-8%,3%,10%,11%,-1%,15%,-5%
FUS yeast rescue,/,3%,-27%,-2%,-8%,?,4%,?
WRN inhibitor,9%,2%,0%,-10%,0%,6%,1%,0%
PLK1 PBD inh,-5%,2%,-6%,2%,4%,0%,4%,-10%
PI5P4K alpha inh,3,7,0,-6,-22,-9,-1,/

49. Cc1ccc(S(=O)(=O)N2CCN(C(=O)CC3CCCC3)CC2)cc1
50. C/C=C(/C)C(=O)OC1CC(C)(C)C[C@H]2C3=CC[C@@H]4[C@@]5(C)CCC(O[C@@H]6O[C@@H](C(=O)O)[C@@H](O)C(O[C@@H]7OC[C@H](O)[C@@H](O)[C@@H]7O[C@@H]7OC(CO)C(O)[C@@H](O)[C@@H]7O)C6O[C@@H]6OC(CO)C(O)C(O)C6O)[C@@](C)(CO)[C@@H]5CC[C@]4(C)[C@]3(C)CC(O)[C@@]12CO (stereo partly drawn)
51. O=C1C2C3C=CC(C3)C2C(=O)N1Nc1ccccc1 (stereo not drawn)
52. COc1cccc(/C=N/NC(=O)c2ccc(=O)[nH]n2)c1O
assay / entry,49,50,51,52
EPAC1 agonist,1%,-8%,3%,-8%
EPAC1 antagonist,12%,9%,4%,-19%
IL2 activator,-2.4,0.5,0.8,2.3
Abeta yeast res,-24%,9%,12%,-4%
FUS yeast rescue,-2%,27%,-10%,8%
WRN inhibitor,6%,8%,4%,-4%
PLK1 PBD inh,-2%,-24%,0%,4%
PI5P4K alpha inh,/,-5,-2,-3

Source: PubChem (National Center for Advancing Translational Sciences (NCATS))
